Source: PubChem
DT40 TDP1 CPT: DT40-hTDP1 cell growth loss with CPT. chicken DT40 Tdp1-/-;hTDP1 cells + 20 nM CPT, ATP luminescence, 48 h. Potency, µM (series often up to 46.2 µM), inactives show at the highest dose activity change, negative = growth inhibition, most hits filed as inhibitors. actives 12% (n = 420,000); further: nearly all actives have a fitted effect of over 55% in size
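Chicken DT40 Tdp1-/- cells complemented with human TDP1, 400 cells/well, exposed to compounds plus 20 nM camptothecin for at least 48 h at 37 C; viability read as ATP content by CellTiter-Glo luminescence.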
TDP1 inh: TDP1 (human) enzyme inhibition | Q9NUW8 | recombinant TDP1, AlphaScreen DNA substrate cleavage | Potency, µM (series often up to 130 µM), without a hit: top-dose activity change, negative = inhibition, usual class: inhibitors | actives 0.28% (n = 350,000); further: nearly all actives have a fitted effect of over 40% in size
Target sequence (Q9NUW8 whole entry, looked up): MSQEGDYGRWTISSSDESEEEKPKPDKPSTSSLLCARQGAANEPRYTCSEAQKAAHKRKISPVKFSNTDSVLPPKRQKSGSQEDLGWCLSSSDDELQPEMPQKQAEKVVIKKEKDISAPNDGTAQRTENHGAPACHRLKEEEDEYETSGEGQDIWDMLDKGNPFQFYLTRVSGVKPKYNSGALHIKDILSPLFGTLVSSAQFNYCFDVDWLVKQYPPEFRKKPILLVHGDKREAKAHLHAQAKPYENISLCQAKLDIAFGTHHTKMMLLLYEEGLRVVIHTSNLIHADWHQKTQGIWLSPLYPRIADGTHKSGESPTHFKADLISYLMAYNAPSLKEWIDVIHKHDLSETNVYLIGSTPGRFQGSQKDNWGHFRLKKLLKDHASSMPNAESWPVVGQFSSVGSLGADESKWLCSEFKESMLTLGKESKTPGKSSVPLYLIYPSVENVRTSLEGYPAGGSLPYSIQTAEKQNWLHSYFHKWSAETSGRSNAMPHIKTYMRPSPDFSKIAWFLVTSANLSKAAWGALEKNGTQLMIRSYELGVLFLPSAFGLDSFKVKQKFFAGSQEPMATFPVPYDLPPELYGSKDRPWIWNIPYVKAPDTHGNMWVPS
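Signal: AlphaScreen proximity between streptavidin donor and anti-FITC acceptor beads on intact substrate. Reaction: Tdp1 1 nM, substrate 15 nM final, 5 min RT after 15 min compound preincubation.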
TDP1 cell noCPT: qHTS for Inhibitors of human tyrosyl-DNA phosphodiesterase 1 (TDP1): qHTS in cells in absence of CPT. actives 15% (n = 420,000). AID 686978, 2013. Potency, µM (highest dose often 46.2 µM), for the others: at the top dose activity change, negative = growth inhibition, actives largely listed as inhibitors. DT40 Tdp1-/- hTDP1 cells, no CPT, ATP luminescence, 48 h; further: nearly all actives have a fitted effect of over 55% in size
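Growth kinetics read by CellTiter-Glo luminescence after ≥48 hr at 37 °C. Cells: DT40 Tdp1-/- stably carrying human TDP1, 400 per well, compound exposure in the absence of CPT (DMSO vehicle).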
* hit, by the source's call; ? = inconclusive; · = not tested or not shown; [ ] = another dose, or the depositor's remark. The call rests on the fitted dose curve; in most records, active means well fitted curve in the direction sought with a large enough effect; inconclusive means small, poorly fitted or top-dose-only effect, or another doubt; inactive means no such curve, though single readings can be large; an effect the other way counts as inactive or inconclusive. On the % scale 0 is the no-effect control and ±100 the full control effect; potency means the concentration at half of the fitted maximal effect.

smiles,DT40 TDP1 CPT,TDP1 inh,TDP1 cell noCPT
CCOC(=O)c1cccc(NC(=O)CNS(=O)(=O)c2cccs2)c1,1%,7%,-15%
COc1ccc(C(=O)NNc2ccccc2)cc1OC,-1%,9%,?
OCCN1CCN(c2nc(NCc3ccco3)c3ccccc3n2)CC1,-26%,5%,-14%
COC(=O)c1oc2ccc(Br)cc2c1NC(C)=O,6%,1%,-25%
CCCCOC(=O)c1ccc(NC(=O)COC(=O)C2CC2C)cc1 (stereo not given),-27%,·,?
CC(C)C(=O)C1=Cc2cc([N+](=O)[O-])ccc2OC1N1CCOCC1 (stereo not given),?,·,26µM*
CC(=O)Nc1ccc(S(=O)(=O)NC2=NCN(C(C)C)CN2)cc1,-23%,-2%,-14%
CCN(CC)S(=O)(=O)c1ccc(N2CCOCC2)c(NC(=O)C2CC2)c1,8%,-8%,3%
N#Cc1c(-c2ccco2)nc(SCC(=O)Nc2cccc(Cl)c2)[nH]c1=O,-1%,-6%,2%
COc1ccc(C2CC(c3ccccc3)=NN2C(=O)COC(=O)c2cccc(S(=O)(=O)N(C)C)c2)cc1 (stereo not given),-21%,1%,?
COc1ccccc1N1CCN(C(=O)c2ccccc2SCC(=O)NCc2ccco2)CC1,?,1%,?
O=C1N/C(=N\N=C\c2ccccn2)SC1Cc1cccc(SC(F)F)c1 (stereo not given),7.3µM*,9%,5.8µM*
COc1cc(C2C3=C(Nc4nc(N)[nH]c(=O)c42)c2ccccc2C3=O)ccc1O (stereo not given),-4%,·,-15%
CN1CC(=O)N(CC(=O)Nc2ccc(N(C)C)cc2)c2ccccc2C1=O,1%,-11%,13%
NS(=O)(=O)c1ccc(NC(=O)c2ccc(S(=O)(=O)N3CCCCC3)cc2)cc1,-16%,-4%,-12%
COc1cccc(NS(=O)(=O)c2c(C)nc3sccn3c2=O)c1,-20%,·,-29%
Cc1ccc(S(=O)(=O)Oc2ccc(/C=C(/NC(=O)c3ccccc3)C(=O)Nc3ccccc3)cc2)cc1,-2%,-4%,-13%
COC(=O)Nc1ccc(Cc2ccncc2)cc1,-24%,6%,-20%
CN(C)c1nc(N)nc(CSc2nnnn2-c2ccc(F)cc2)n1,-35%,6%,-24%
CCn1c(Cc2c(C)[nH]c3ccccc23)n[nH]c1=S,1%,·,-21%
CN(C)CCCn1c(=S)[nH]c2sc3c(c2c1=O)CCCC3,-15%,-3%[0.0935 µM],-19%
COc1ccc(C(=O)Nc2cccc(OCc3cc(=O)n4c5c(sc4n3)CCCC5)c2)cc1OC,-6%,6%,?
C=C1CSc2nc3ccccc3c(=O)n21,-8%,-4%,-15%
CCN1CCN(c2ncnc3scc(-c4ccc(OC)cc4)c23)CC1,-28%,·,-18%
O=C(NCc1cccc(Cl)c1)c1cccc(OC2CCN(C(=O)C3CC3)CC2)c1,29µM*,2%,21µM*
Nc1nc(CN2CCN(C(c3ccccc3)c3ccccc3)CC2)nc(Nc2ccccc2)n1,?,8%,23µM*
Cc1cc(F)ccc1-c1cc(C(=O)NCc2cccs2)[nH]n1,-37%,·,?
CC(C)N1CCC1(C)C(=O)Nc1ccccc1OC(F)F (stereo not given),-21%,·,?
CCOc1ccccc1NC(=O)c1cc(Cl)ccc1NC(=O)c1ccco1,-17%,1%,-25%
COc1ccc(/C=C2\NC(=O)[C@@H]3Cc4ccccc4CN3C2=O)cc1,-14%[9.04 µM],5%,-8%[9.04 µM]
Cc1cc(C(=O)CSc2nnc(-c3ccccc3F)o2)c(C)n1Cc1cccs1,23µM*,2%,?
COCCN(C(=O)c1oc2ccccc2c1COC)c1c(N)n(CC(C)C)c(=O)[nH]c1=O,-6%,0%,-10%
CCc1cc(=O)oc2cc(C)cc(OCC(=O)NCCN3CCOCC3)c12,4%,1%,4%
COc1ccc(C(O)c2nc(-c3ccc(N(C)C)cc3)cs2)cc1 (stereo not given),?,·,18µM*
CC1=CC(C)C(/C=N/n2cnnc2)C(C)C1 (stereo not given),-4%,4%,-27%
C=CC[C@H](CC(=O)N(CCO)Cc1ccccc1)C(=O)N[C@H](COC(=O)[C@@H](CC=C)Cc1ccc(F)cc1)Cc1ccccc1,21µM*,-2%,21µM*
CC(C)(C)OC(=O)N1CCC(c2c(C(=O)N3CCC(c4ccccc4)C3)cnn2-c2ccc(Cl)cc2)CC1 (stereo not given),13µM*,0%,16µM*
COCCNC(=O)c1ccc(-n2c(-c3ccccc3)cc3c2CCC(C)C3)cc1 (stereo not given),?,-3%,?
C=CCNC(=O)CSc1nnc(-c2cccs2)o1,2%,4%,4%
CCNC(=O)N1C(=O)C2(OCCO2)c2cc(Br)ccc21,-14%,3%,-18%
COc1ccc(C(=O)NC2=NCCS2)c(OC)c1,-19%,·,-18%
CCCCn1c(NCc2cc(Br)ccc2O)nc2ccccc21,15µM*,-2%[12.3 µM],15µM*
COc1ccc(NC(=O)CN(C)C(=O)c2cccc(S(=O)(=O)Nc3ccc(OC)cc3)c2)cc1,-2%,·,-24%
COC(=O)CSc1nnc(SCc2ccc(OC)cc2)s1,4%,-4%,0%
Cc1ccccc1S(=O)(=O)NC(=O)C1(C)CCN1C(=O)CCc1ccccc1 (stereo not given),12%,·,0%
CN(C)c1ccc(CCC2C=Cc3ccccc32)cc1 (stereo not given),?,·,?
Cc1ccc(OCc2cc(C(=O)NCc3cn4ccccc4n3)no2)cc1C,-23%,5%,15%
COc1cc(C(=O)Oc2ccc3ccc(O)cc3c2)cc(OC)c1OC,-13%,4%,?
COc1cccc(CN2CCNC(=O)C2CC(=O)O)c1OC (stereo not given),0%,-3%,1%
O=[N+]([O-])c1ccc2c(c1)nc1n2CCN(c2ccccc2)C1,?,4%,?
COc1cc(NC(=O)CNc2cccc(S(=O)(=O)N3CCCC3)c2)cc(OC)c1,?,3%,?
Cc1cc(C)cc(NC(=O)CN2CCN(CCN=CC3=C(O)CC(c4ccc(Cl)cc4)CC3=O)CC2)c1 (stereo not given),-12%,8%,6%
COc1ccccc1C=NN=C1c2ccccc2-c2ccccc21,0%,·,-8%
COCCCNC(=O)C[C@@H]1C[C@@]2(C(=O)OC)CC(C)(C)CC=C2N(CCc2ccc(OC)c(OC)c2)C1=O,-15%,·,-3%
Nc1cccc(C(=O)NCCNC(=O)c2cccc(N)c2)c1,0%,·,-16%
CC12CCC(C(=O)NNC(=O)c3ccc(F)cc3)(OC1=O)C2(C)C (stereo not given),-4%,1%,1%

Next section.
smiles,DT40 TDP1 CPT,TDP1 inh,TDP1 cell noCPT
CC(NC(=O)c1ccccc1)C(=O)OCC(=O)c1c(N)n(C)c(=O)n(C)c1=O (stereo not given),3%,0%,3%
Cc1c(C(=O)N2CCCC2)oc2c1-c1nn(CC(=O)NCc3cccc(Br)c3)cc1CC2,?,0%,?
Nc1cc(=O)[nH]c(=O)n1Cc1ccco1,-9%,4%,-16%
CC(CN1CCOCC1)OC(=O)Cc1ccc(Cl)cc1 (stereo not given),-6%,4%,-5%
O=C(CNC(=O)OCc1ccccc1)NC1CCCCCCC1,-24%,3%,-21%
CC1CCN(C(=O)c2ccc(Br)c(S(=O)(=O)N3CCOCC3)c2)CC1,-4%,-1%,?
N#Cc1ccccc1NC(=O)C(=O)NCCc1csc2nc(-c3cccc(F)c3)nn12,-20%,-4%,-28%
Cc1cc(=O)c(C(=O)NCCc2ccccn2)c2n1-c1ccccc1SC(c1cccs1)C2 (stereo not given),-9%[9.04 µM],·,-8%

13 entries from above, set out differently:
Values run as follows: DT40 TDP1 CPT, TDP1 inh, TDP1 cell noCPT
Cc1cc(C)cc(NC(=O)CN2CCN(CCN=CC3=C(O)CC(c4ccc(Cl)cc4)CC3=O)CC2)c1 (stereo not given)
    -12%, 8%, 6%
COc1ccccc1C=NN=C1c2ccccc2-c2ccccc21
    0%, ·, -8%
COCCCNC(=O)C[C@@H]1C[C@@]2(C(=O)OC)CC(C)(C)CC=C2N(CCc2ccc(OC)c(OC)c2)C1=O
    -15%, ·, -3%
Nc1cccc(C(=O)NCCNC(=O)c2cccc(N)c2)c1
    0%, ·, -16%
CC12CCC(C(=O)NNC(=O)c3ccc(F)cc3)(OC1=O)C2(C)C (stereo not given)
    -4%, 1%, 1%
CC(NC(=O)c1ccccc1)C(=O)OCC(=O)c1c(N)n(C)c(=O)n(C)c1=O (stereo not given)
    3%, 0%, 3%
Cc1c(C(=O)N2CCCC2)oc2c1-c1nn(CC(=O)NCc3cccc(Br)c3)cc1CC2
    ?, 0%, ?
Nc1cc(=O)[nH]c(=O)n1Cc1ccco1
    -9%, 4%, -16%
CC(CN1CCOCC1)OC(=O)Cc1ccc(Cl)cc1 (stereo not given)
    -6%, 4%, -5%
O=C(CNC(=O)OCc1ccccc1)NC1CCCCCCC1
    -24%, 3%, -21%
CC1CCN(C(=O)c2ccc(Br)c(S(=O)(=O)N3CCOCC3)c2)CC1
    -4%, -1%, ?
N#Cc1ccccc1NC(=O)C(=O)NCCc1csc2nc(-c3cccc(F)c3)nn12
    -20%, -4%, -28%
Cc1cc(=O)c(C(=O)NCCc2ccccn2)c2n1-c1ccccc1SC(c1cccs1)C2 (stereo not given)
    -9%[9.04 µM], ·, -8%

Next section:
smiles,DT40 TDP1 CPT,TDP1 inh,TDP1 cell noCPT
O=C(Oc1c(-c2ccccc2)oc2ccccc2c1=O)c1ccccc1,?,-1%,10µM*
C(=N\N=C\c1ccccc1)/c1ccccc1,-2%,5%,?
CC(=O)Nc1ccc(NC(=O)c2csc([C@@H]3C[C@H](O)[C@@H](CO)O3)n2)cc1,-14%,·,-11%
CC(=O)NCCNc1nc2c(S(=O)(=O)c3ccc(C)c(C)c3)nnn2c2ccc(Cl)cc12,?,2%,?
COC(=O)/C(N=Nc1c(C)n(C)n(-c2ccccc2)c1=O)=C(\C)O,7%,-1%,19%
COC(=O)C1C(O)=CC(=O)CC1C (stereo not given),-2%,3%,-2%
O=C(CSc1nnnn1CCCO)Nc1ccc2c(c1)OCO2,-5%,5%,-20%
Cc1ccc2nc(-c3ccccc3)cn2c1,?,5%,18µM*
CCOC(=O)c1ccc(NC(=O)CCc2c(C)nc3c(c(C)nn3-c3ccccc3)c2C)cc1,16µM*,3%,10µM*
CC(Oc1cccc(F)c1)C(=O)Nc1ccc(N2CCOCC2)cc1 (stereo not given),2%,2%,-9%
O=C(O)CCNS(=O)(=O)c1ccc(Oc2ccccc2Cl)cc1,1%,-1%,-17%
Cc1cccc(C)c1NC(=O)c1ccc(-n2cncn2)nc1,12%,0%,0%
CCCC(=O)Nc1nnc(C2CCCO2)s1 (stereo not given),23%,-5%,16%
COc1ccccc1/C=C/C(=C1/C(=O)N(c2ccccc2)N=C1C)c1ccc(C)cc1,3%,8%,-28%
Cn1cccc1/C=N/N1CCN(Cc2ccccc2Cl)CC1,-13%,·,2.6µM*
Cc1ccccc1OCC(=O)NNC(=O)CN1C(=O)c2ccccc2C1=O,6%,-5%,4%
Cc1ccc(S(=O)(=O)N2CCN(C(=O)[C@H](Cc3ccccc3)NC(=O)c3ccco3)CC2)cc1C,?,1%,16µM*
CN(Cc1ccccc1)C(=O)c1ccc(NC(=O)Cc2cccc(NC(=O)C3CCN(C(=O)C4CCC4)CC3)c2)cc1,?,4%,?
COc1ccccc1N(CC(=O)Nc1c(C)n(C)n(-c2ccccc2)c1=O)S(=O)(=O)c1ccc(C)cc1,3%,-5%,22%
CC(C)(CC(=O)O)Cc1nc(-c2ccc(Cl)cc2)no1,-11%,5%,-10%
CCCCNC(=O)C1c2ccccc2OCC(=O)N1CCc1c[nH]c2ccccc12 (stereo not given),7%,·,?
Cc1n[nH]c(=O)c2c(NC(=O)CSc3nc4ccccc4c(=O)n3CCCOC(C)C)oc(C)c12,?,4%,?
Cc1ccc(Nc2c(-c3ccccc3O)nc3ccc(Br)cn23)cc1,-16%,2%,-1%
CC(C)CCCC(C)N (stereo not given),3%,6%,-6%
NC(=O)c1ccc(C(F)(F)F)n(Cc2cccc(Cl)c2)c1=O,-18%,7%,-25%
Cc1ccccc1CNC(=O)CN(c1ccccc1Cl)S(C)(=O)=O,-13%,·,-6%
CC1CCN(C(=O)CN2c3ccc(Br)cc3-c3ccccc3S2(=O)=O)CC1,13µM*,5%,21µM*
COc1ccc(NC(C)=O)cc1NC(=O)CSc1nnc(-c2ccncc2)n1C,-10%,2%,-18%

The order is random, and some 18% of all compounds hit somewhere here.
